EBI2 block – EBI2 (human) antagonism | P32249 | EBI2 beta-arrestin recruitment, luminescence, 7a,25-OHC stimulated | inhibition, % at 5 µM | hit rate 0.81% among 360,000 | AID 651636; in the data active = inhibition above about 38%;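 also: enzyme fragment complementation signal reports receptor beta-arrestin coupling in cells; 0% = agonist plus DMSO wells and 100% = wells without agonist; some results beyond the cut were filed as inactive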
CXCR6 inh – CXCR6 (human) receptor inhibition | O00574 | CHO-K1 PathHunter CXCR6 beta-arrestin, luminescence | inhibition, % at 20 µM | hit rate 0.36% among 360,000; in the data active = inhibition above about 34%, passing the limit was not always enough;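 also: antagonist mode with CXCL16 agonist at 10 nM final; 0% = 10 nM CXCL16 with DMSO and 100% = unstimulated wells without agonist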
Target sequence (O00574 whole entry, looked up): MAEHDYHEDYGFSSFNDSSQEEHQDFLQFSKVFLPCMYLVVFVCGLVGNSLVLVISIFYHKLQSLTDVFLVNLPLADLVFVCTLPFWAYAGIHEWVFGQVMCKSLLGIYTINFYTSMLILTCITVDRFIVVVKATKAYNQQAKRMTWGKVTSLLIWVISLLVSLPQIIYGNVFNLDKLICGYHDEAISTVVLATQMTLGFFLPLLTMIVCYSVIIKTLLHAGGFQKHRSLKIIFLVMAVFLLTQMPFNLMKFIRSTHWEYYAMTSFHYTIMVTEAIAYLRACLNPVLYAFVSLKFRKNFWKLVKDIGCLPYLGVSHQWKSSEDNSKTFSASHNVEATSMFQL
697 NFkB inh – lowers PMA/ionomycin-induced NF-kB signal in 697 B cells; hit rate 0.33% among 330,000; inhibition, % at 4 µM; 697 B-cell NF-kB luciferase reporter, 16 h; in the data active = inhibition above about 35%
UBC13 inh – inhibitors of human UBC13 polyubiquitin chain formation | TR-FRET | inhibition, % at 20 µM | hit rate 0.47% among 330,000; in the data active = inhibition above about 45%, passing the limit was not always enough
APJ antagonist – blocks the human apelin receptor APJ; hit rate 0.32% among 330,000; inhibition, % at 20 µM; P35414; CHO-K1 APJ beta-arrestin complementation, luminescence;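 active = inhibition above about 40% at 20 µM, limit read from the data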;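 also: cells challenged with 10 nM apelin-13 agonist together with compound; plate controls were apelin-13 plus DMSO wells for no effect and DMSO wells lacking apelin-13 for full effect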
Target sequence (P35414 whole entry, looked up): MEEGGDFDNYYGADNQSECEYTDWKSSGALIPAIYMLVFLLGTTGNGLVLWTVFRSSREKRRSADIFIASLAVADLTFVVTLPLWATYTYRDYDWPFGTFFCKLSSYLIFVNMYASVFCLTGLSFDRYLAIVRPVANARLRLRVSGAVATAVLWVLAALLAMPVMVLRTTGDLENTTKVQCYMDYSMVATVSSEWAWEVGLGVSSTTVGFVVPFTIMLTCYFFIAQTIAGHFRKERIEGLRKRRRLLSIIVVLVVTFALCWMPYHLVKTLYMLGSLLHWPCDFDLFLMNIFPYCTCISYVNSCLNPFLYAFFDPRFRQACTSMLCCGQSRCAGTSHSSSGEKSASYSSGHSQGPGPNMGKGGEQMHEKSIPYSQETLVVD
Gli-Sufu block – antagonists of Gli-Sufu signaling. inhibition, % at 5 µM. Sufu-KO-LIGHT fibroblasts, Gli luciferase reporter luminescence. hit rate 0.74% among 340,000. AID 588413;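 active = inhibition above about 55%, limit read from the data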;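 also: 0% = DMSO-treated cells and 100% = wells with medium but no cells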
Jurkat NFkB inh – inhibitors of the PMA/ionomycin-induced NF-kB reporter in Jurkat cells; PMA/ionomycin-induced NF-kB luciferase reporter, luminescence; inhibition, % at 4 µM; hit rate 0.53% among 330,000; AID 435003; in the data active = inhibition above about 50%
CCR6 antag – blocks CCL20-driven beta-arrestin recruitment at human CCR6 | CHO-K1 CCR6 PathHunter beta-arrestin, luminescence, CCL20-stimulated | AID 493098 | P51684 | inhibition, % at 20 µM | hit rate 0.49% among 340,000;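 active = compounds whose inhibition of the agonist-driven luminescence signal at 20 µM reaches about 50%, limit read from the data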;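 also: cells stimulated with CCL20 at 14 nM final; plate controls were DMSO with CCL20 for no effect and DMSO without agonist for full effect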
Target sequence (P51684 whole entry, looked up): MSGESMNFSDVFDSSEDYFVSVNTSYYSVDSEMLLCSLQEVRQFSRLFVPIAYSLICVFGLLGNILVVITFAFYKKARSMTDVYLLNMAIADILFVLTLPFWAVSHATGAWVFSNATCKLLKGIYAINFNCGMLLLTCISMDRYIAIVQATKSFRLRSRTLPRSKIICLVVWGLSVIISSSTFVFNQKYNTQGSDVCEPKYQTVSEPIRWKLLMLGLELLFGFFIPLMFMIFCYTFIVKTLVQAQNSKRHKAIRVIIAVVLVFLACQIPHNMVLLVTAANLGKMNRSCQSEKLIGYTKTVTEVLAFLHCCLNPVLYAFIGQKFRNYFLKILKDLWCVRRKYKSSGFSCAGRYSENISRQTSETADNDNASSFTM
* hit, by the source's call; · = not tested or not shown.

Under each structure – EBI2 block | CXCR6 inh | 697 NFkB inh | UBC13 inh | APJ antagonist | Gli-Sufu block | Jurkat NFkB inh | CCR6 antag
COc1cc(OC)cc(C(=O)N[C@H](C(=O)NC2CCCc3ccccc32)C(C)C)c1 (stereo partly specified)
→ 3 | 2 | 2 | -15 | 5 | -2 | 17 | 1
CN(C)CCN1C(=O)CCC2(C)C1=CCC1C2CCC2(C)C1CCC2(C)O (stereo unspecified)
→ -3 | 0 | · | · | · | 8 | · | 0
COc1ccccc1NC(=O)N1CCCC(C(=O)Nc2cccc(C)c2C)C1 (stereo unspecified)
→ 4 | 2 | 6 | 4 | -1 | 1 | -14 | 23
c1cc2c(cc1Nc1nc(-c3ccc4c(c3)OCO4)cs1)OCCO2
→ 22 | 0 | -75 | -24 | -20 | -20 | -70 | -5
CC(C)OC(=O)c1ccc(NC(=O)c2cccc(-n3cnnn3)c2)cc1
→ -2 | -7 | -50 | 4 | -19 | 6 | -31 | 5
CCc1ccc(OCCCC(=O)Nc2ccc(S(N)(=O)=O)cc2)cc1
→ 0 | -12 | 17 | 11 | -14 | 7 | -2 | 9
CC(=O)N1CCOc2ccc(S(=O)(=O)N3CCCC(C)C3)cc21 (stereo unspecified)
→ -3 | 8 | -21 | -7 | 21 | 9 | 0 | 24
COc1ccccc1N1CCN(CCCNC(=O)Nc2ccccc2)CC1
→ 2 | 0 | -11 | 3 | -12 | 2 | 9 | 4
O=C(NN1C(=O)C2C3C=CC(C4CC34)C2C1=O)c1ccc(Cl)cc1 (stereo unspecified)
→ -4 | -1 | 8 | 0 | -8 | -4 | -6 | 1
CCc1ccc(C2C(C#N)=C(N)N(N3CCOCC3)C3=C2C(=O)CC(C)(C)C3)s1 (stereo unspecified)
→ 1 | -2 | 8 | 1 | 9 | 97* | -8 | 1
CCOC(=O)c1c(C)n(C)c2ccc(OCC(O)Cn3c(C)nc4ccccc43)cc12 (stereo unspecified)
→ -1 | -1 | -7 | 22 | -9 | 10 | 10 | -45
C=CCN(CC=C)C(=O)c1cccc(OC2CCN(CC(C)(C)C)CC2)c1
→ -19 | -5 | 6 | 1 | 0 | 24 | 4 | 2
C=C1CC(C)OC(c2ccccc2OCC(O)CN2CCCCC2)C1 (stereo unspecified)
→ 1 | 8 | -3 | 3 | 30 | 8 | 3 | 6
Cc1ccc(CNC(=O)COC(=O)c2ccc(S(=O)(=O)N(C)C)cc2)cc1
→ 7 | 3 | 1 | 2 | -30 | -12 | 0 | 4
COc1ccc(C2(c3ccc(OC)cc3)NC(=O)N(CC(=O)NC(C)C)C2=O)cc1
→ -5 | 9 | 8 | 0 | 12 | -14 | 13 | 7
COc1cccc(OCCNC(=O)Nc2cc(F)c(F)cc2Cl)c1
→ 2 | -2 | 6 | -1 | -10 | 25 | 1 | 10
CCc1ccccc1NC(=O)CC(=O)Nc1ccccc1CC
→ -4 | 6 | 4 | -11 | -31 | 0 | -9 | 3
OCCC1CN(Cc2cnc(-c3cccc4ccccc34)nc2)CCN1C1CCCCC1 (stereo unspecified)
→ 13 | 0 | 16 | -4 | -7 | 15 | 3 | 1
CCOC(=O)Cn1ccc(-c2ccccc2)c(C#N)c1=O
→ 5 | 0 | 24 | 2 | 3 | -11 | 3 | -2
Cc1noc(C)c1COc1ccc(CC(=O)NCCc2ccccn2)cc1
→ -1 | 2 | 14 | 2 | 4 | 14 | -13 | 8
Cc1nc2nc(SCC(=O)NCCCN3CCCCC3)nn2c(C)c1Cc1ccccc1
→ -2 | 16 | -12 | 4 | -25 | -4 | -7 | 13
CN1CC(=O)Nc2ccc(Br)cc2C1=O
→ -10 | -3 | 16 | 0 | 9 | 2 | -14 | 7
Cn1nc(C(F)(F)F)c(-c2ccc(Br)cc2)c1NC(=O)c1ccco1
→ 32 | 9 | 13 | 5 | -4 | 3 | -7 | 12
C/C(=N/NC(=O)c1ccccn1)c1ccc(O)cc1
→ -7 | -13 | -98 | -4 | 7 | -52 | -58 | 7
COc1ccc(S(=O)(=O)NCC2CCCO2)cc1NC(=O)c1ccc(Cl)cc1 (stereo unspecified)
→ 4 | 7 | -24 | -6 | 8 | 0 | -13 | 10
CN(C)CCCN(C(=O)c1ccc2ccccc2c1)c1nc2cc3c(cc2s1)OCO3
→ -4 | 4 | 2 | 32 | 8 | 35 | 2 | 9
O=C(C[C@H]1C/C=C\CCCCC(=O)OC[C@H]2CCCN2C1=O)N[C@H](CO)Cc1ccccc1
→ 0 | 1 | 14 | 10 | -1 | 21 | 13 | 7
Cc1ccc(Cn2nnc3c(=O)n(CC(=O)N4CCCCC4)cnc32)cc1
→ -3 | 1 | -13 | -18 | 5 | 2 | 6 | -9
O=C(NCC1CCCO1)c1ccc(S(=O)(=O)Nc2ccc(F)cc2)cc1 (stereo unspecified)
→ -2 | -2 | -2 | 0 | 3 | -1 | -4 | 7
CS(=O)(=O)N(Cc1ccc(F)cc1)Cc1nc2ccccc2c(=O)[nH]1
→ 0 | -6 | -21 | 1 | 3 | 6 | -12 | 12

Compound profiles, as listed above. Order of values: EBI2 block, CXCR6 inh, 697 NFkB inh, UBC13 inh, APJ antagonist, Gli-Sufu block, Jurkat NFkB inh, CCR6 antag
Profile of CCOC(=O)c1c(C)n(C)c2ccc(OCC(O)Cn3c(C)nc4ccccc43)cc12 (stereo unspecified) → -1, -1, -7, 22, -9, 10, 10, -45
Profile of C=C1CC(C)OC(c2ccccc2OCC(O)CN2CCCCC2)C1 (stereo unspecified) → 1, 8, -3, 3, 30, 8, 3, 6
Profile of COc1cccc(OCCNC(=O)Nc2cc(F)c(F)cc2Cl)c1 → 2, -2, 6, -1, -10, 25, 1, 10
Profile of COc1cc(OC)cc(C(=O)N[C@H](C(=O)NC2CCCc3ccccc32)C(C)C)c1 (stereo partly specified) → 3, 2, 2, -15, 5, -2, 17, 1
Profile of Cc1ccc(CNC(=O)COC(=O)c2ccc(S(=O)(=O)N(C)C)cc2)cc1 → 7, 3, 1, 2, -30, -12, 0, 4

Another view of 2 compounds above:
> Cc1nc2nc(SCC(=O)NCCCN3CCCCC3)nn2c(C)c1Cc1ccccc1
- EBI2 block: -2
- CXCR6 inh: 16
- 697 NFkB inh: -12
- UBC13 inh: 4
- APJ antagonist: -25
- Gli-Sufu block: -4
- Jurkat NFkB inh: -7
- CCR6 antag: 13

> CN1CC(=O)Nc2ccc(Br)cc2C1=O
- EBI2 block: -10
- CXCR6 inh: -3
- 697 NFkB inh: 16
- UBC13 inh: 0
- APJ antagonist: 9
- Gli-Sufu block: 2
- Jurkat NFkB inh: -14
- CCR6 antag: 7

The list continues:
Under each structure – EBI2 block | CXCR6 inh | 697 NFkB inh | UBC13 inh | APJ antagonist | Gli-Sufu block | Jurkat NFkB inh | CCR6 antag
CC(=O)NC(=S)Nc1ccc(S(=O)(=O)Nc2ncccn2)cc1
→ 7 | 6 | 16 | -2 | 10 | 4 | -3 | 15
CC1CC(C)CN(CCCNC(=O)Cn2cccc2C(=O)c2ccccc2)C1 (stereo unspecified)
→ 2 | 11 | -13 | 5 | 2 | 12 | 4 | 9
Cc1cc(C)cc(NC(=O)C2CCCN2/C=C/C(=O)C(F)(F)F)c1 (stereo unspecified)
→ -2 | 2 | 13 | -6 | 5 | 3 | -2 | 4
CC(=O)C1(C)C(=O)N(c2ccc(F)cc2)C(=O)N1c1ccc(F)cc1 (stereo unspecified)
→ -3 | 3 | · | · | · | -22 | · | 9
O=C(Cn1cccc1C(=O)c1ccccc1)NCc1ccc2c(c1)OCO2
→ -16 | 7 | 8 | -5 | -2 | -11 | -14 | -15
COCCCN1C(=O)C(=O)/C(=C(/O)c2ccc(C)cc2)C1c1ccccc1 (stereo unspecified)
→ 6 | -1 | 16 | -10 | 15 | -13 | -9 | -22
CCOC(=O)c1sc2nc(C)nc(N3CCCCC3C)c2c1C (stereo unspecified)
→ 19 | 2 | -10 | -3 | -17 | 3 | 16 | 2
O=C(O)c1cc(C(=O)O)cc(N2C(=O)CSC2=S)c1
→ 4 | 8 | 15 | -5 | -19 | -66 | 6 | 14
Cc1ccccc1OCCCCCCN1CCNCC1
→ -1 | 2 | -20 | 5 | -16 | 10 | -34 | 14
Cc1cc(C)c(NC(=O)CSc2nnnn2-c2cccnc2)c(C)c1
→ -9 | 0 | 7 | 6 | 6 | -9 | -2 | 7
O=S(=O)(O)c1cccc2cccc(Nc3ccccc3)c12
→ -15 | -18 | 3 | -1 | -44 | -2 | 2 | -15
O=C(CN1C(=O)CCSc2ccccc21)Nc1ccc(F)cc1
→ -9 | -3 | 9 | 10 | -4 | 4 | 8 | -8
O=C(NCCc1ccc(F)cc1)Nc1ccc2c(c1)OCO2
→ -6 | 0 | -47 | -24 | 1 | -43 | -47 | -8
Nc1ccc(/C=C/C(=O)c2cccs2)cc1
→ -4 | -4 | -31 | -32 | -6 | -32 | -49 | 13
Cc1ccnc2nc(C(=O)OCC(=O)Nc3ccc4c(c3)OC(F)(F)O4)nn12
→ -12 | -10 | 5 | 3 | 18 | 2 | 10 | -4
O=C(N/N=C/c1ccccc1Cl)c1n[nH]c2c1CCCC2
→ -5 | 11 | -18 | -18 | -6 | 1 | 7 | 7
COc1cc(OC)cc(C(=O)N[C@H](C(=O)Nc2cccc(S(=O)(=O)N3CCCC3)c2)C(C)C)c1
→ -11 | 1 | 13 | 17 | -8 | 10 | 4 | 15
COc1ccc(N=Nc2ccc3ccccc3c2)c(O)c1
→ 14 | 19 | -324 | -27 | 4 | -20 | -140 | 20
O=C(NCCN1C(=O)S/C(=C\c2ccccc2)C1=O)c1cc(S(=O)(=O)N2CCOCC2)c(Cl)cc1Cl
→ 0 | -6 | 12 | -8 | -16 | 4 | -3 | -20
Nc1nc(=S)c2ncn([C@@H]3O[C@H](CO)[C@@H](O)[C@H]3O)c2[nH]1
→ -8 | -14 | 5 | -20 | -1 | -52 | 45 | -7
CC(=O)Nc1ccc(NC(=O)C(C)OC(=O)c2cccc(S(=O)(=O)N3CCCC3)c2)cc1 (stereo unspecified)
→ -2 | 2 | 6 | 0 | 5 | -3 | 6 | 1
Cc1ccc(NC(=O)C2CSC3(C)CCC(=O)N23)cc1S(=O)(=O)N1CCCCCC1 (stereo unspecified)
→ -5 | 7 | -12 | -2 | 0 | 1 | -6 | 15
O=C1OC(N2CCN(C/C=C/c3ccccc3)CC2)c2ccccc21 (stereo unspecified)
→ 10 | 2 | 19 | -5 | 10 | 0 | 1 | 4
Cn1cnnc1SC1c2cccc3cccc(c23)C1NS(=O)(=O)c1ccc(Cl)cc1 (stereo unspecified)
→ 2 | 5 | 0 | -4 | -3 | 1 | 14 | 2
CC(C)C[C@H](NS(=O)(=O)c1ccc(Br)cc1)C(=O)O
→ 0 | -10 | 27 | 2 | 6 | -2 | 5 | -22
CC(=O)c1ccc(-c2cccc(-c3cc(=O)oc4ccc(C(C)(C)C)cc34)c2)cc1
→ 25 | 3 | -4 | · | · | 2 | · | 14
COc1cc2c(cc1OC)CN(c1nc(CN3CCOCC3)nc3sc4c(c13)CCC(C)C4)CC2 (stereo unspecified)
→ 24 | 9 | 19 | 22 | 12 | 25 | -1 | 8
CC(=O)N(C)c1ccc(N=Cc2c(O)ccc3ccccc23)cc1
→ -4 | 0 | 10 | -11 | -12 | 5 | -2 | -1
O=C(N/N=C/c1cccc([N+](=O)[O-])c1)c1cc(-c2ccc3c4c(cccc24)CC3)n[nH]1
→ -3 | 5 | -44 | -32 | 4 | -2 | -24 | 2
C#CCn1c(=NC(=O)CSCC(=O)N2CCOCC2)sc2ccccc21
→ -1 | 5 | 4 | 5 | 2 | -12 | -5 | 13

Other records
Letters: A = EBI2 block; B = CXCR6 inh; C = 697 NFkB inh; D = UBC13 inh; E = APJ antagonist; F = Gli-Sufu block; G = Jurkat NFkB inh; H = CCR6 antag
> COc1ccccc1N(CC(=O)N1CCCCC1)S(=O)(=O)c1ccccc1
  A: -7	B: 0	C: -5	D: -2	E: 8	F: -7	G: 5	H: 1
> COCCSc1nc2c(c(=O)[nH]c(=O)n2C)n1CCC(C)C
  A: -1	B: 4	C: -2	D: 0	E: -70	F: 12	G: 12	H: 8
> CC(C)(C)OC(=O)N1CCCC1C(=O)NC(Cc1ccccc1)C(=O)O (stereo unspecified)
  A: -2	B: 0	C: -17	D: -5	E: -5	F: 1	G: -10	H: -8
> COc1ccc(C(=O)COC(=O)CNC(=O)c2cc(OC)cc(OC)c2)cc1
  A: 5	B: 4	C: -1	D: 9	E: 4	F: -13	G: 12	H: 10

Screening results from PubChem BioAssay.
